Assay outcomes from PubChem.
TRPC6 activator: activates the mouse TRPC6 cation channel; 0.13% of 310,000 active; HEK293-TRPC6 membrane potential dye fluorescence; hits give high values; B-score at 10 µM; Q61143;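 active = B-score of the integrated fluorescence ratio above library mean plus 3 SD, and starting fluorescence ratio within library mean plus 5 SD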;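 also: higher score means more depolarization so channel activation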
aSyn UTR inh: 5' untranslated region of α-synuclein, MLPCN primary screen. alpha-synuclein 5'UTR reporter, inhibitor activity. inhibition, % (tested at 7.5 µM). 0.82% of 300,000 active; in the data active = inhibition above about 60%; inconclusive = no clear call, values can overlap the other calls;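 also: H4 neuroglioblastoma cells stably carrying SNCA 5'UTR luciferase fusion; 0% = DMSO wells and 100% = positive control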
TRPC4 potent: allosteric potentiators of mouse TRPC4 channel; HEK293 TRPC4beta/mu-opioid, DAMGO EC20, Fluo-4 Ca2+ flux; hits give high values; B-score at 10 µM; 0.42% of 310,000 active; Q9QUQ5;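 active = B-score of calcium response area above 5 SD of library B-scores, with initial fluorescence ratio within 5 SD of library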;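 also: B-score of integrated fluorescence ratio over time as area under calcium response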
Target sequence (Q9QUQ5 whole entry, looked up): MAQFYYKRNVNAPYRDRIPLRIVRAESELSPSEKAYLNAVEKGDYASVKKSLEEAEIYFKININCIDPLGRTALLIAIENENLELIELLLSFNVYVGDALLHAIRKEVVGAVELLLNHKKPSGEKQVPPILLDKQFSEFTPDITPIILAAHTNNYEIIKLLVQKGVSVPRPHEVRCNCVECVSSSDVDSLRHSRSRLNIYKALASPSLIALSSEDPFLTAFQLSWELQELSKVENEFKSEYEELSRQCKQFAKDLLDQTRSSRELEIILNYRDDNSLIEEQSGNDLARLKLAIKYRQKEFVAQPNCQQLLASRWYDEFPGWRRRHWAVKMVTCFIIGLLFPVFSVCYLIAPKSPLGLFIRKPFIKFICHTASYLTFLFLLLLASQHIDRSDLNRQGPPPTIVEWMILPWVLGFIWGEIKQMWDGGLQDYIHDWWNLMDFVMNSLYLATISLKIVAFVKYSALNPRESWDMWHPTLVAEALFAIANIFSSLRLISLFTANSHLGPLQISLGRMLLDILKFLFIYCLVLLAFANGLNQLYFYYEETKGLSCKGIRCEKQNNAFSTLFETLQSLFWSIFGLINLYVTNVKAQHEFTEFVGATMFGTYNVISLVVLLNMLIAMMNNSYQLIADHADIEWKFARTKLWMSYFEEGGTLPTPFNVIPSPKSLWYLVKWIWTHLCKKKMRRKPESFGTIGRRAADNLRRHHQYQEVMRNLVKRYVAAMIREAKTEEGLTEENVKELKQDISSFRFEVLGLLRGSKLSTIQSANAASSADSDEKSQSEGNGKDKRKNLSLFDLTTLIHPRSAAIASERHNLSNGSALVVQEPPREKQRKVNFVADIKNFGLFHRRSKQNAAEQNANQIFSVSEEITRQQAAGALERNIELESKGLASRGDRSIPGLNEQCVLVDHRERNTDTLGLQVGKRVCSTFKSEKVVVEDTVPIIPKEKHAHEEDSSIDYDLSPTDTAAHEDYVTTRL
TRPC6 inhibitor: mouse TRPC6 channel inhibition; Q61143; HEK293-TRPC6, membrane potential dye, ACh-evoked depolarization; hits give low values; B-score at 10 µM; 1.1% of 310,000 active;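 active = B-score under library mean minus 3 SD, initial fluorescence not abnormally high, positive integrated signal ratio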;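 also: B-score derived from integrated fluorescence ratio over the kinetic read; more negative B-score means stronger inhibition of depolarization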
KLF5 inh: suppresses KLF5 promoter-driven expression; DLD-1 KLF5 promoter-luciferase reporter, luminescence; inhibition, % at 5 µM; 0.23% of 290,000 active; AID 1700;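 active = inhibition above a per-plate limit of that plate's mean compound inhibition plus 3 SD, cut at about 60% in these data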;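 also: 0% = DMSO wells and 100% = LY294002 at 200 µM; higher means less KLF5 promoter-driven luciferase light; inactives centre near -14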
TRPC4 act: TRPC4 (mouse) channel activation; 0.49% of 310,000 active; B-score at 10 µM; Q9QUQ5; HEK293 TRPC4beta/mu-opioid, Fluo4 calcium fluorescence; hits give high values; AID 2237;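 active = B-score above 5 SD of library B-scores, and initial fluorescence ratio not above library mean plus 5 SD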;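 also: positive B-score marks a calcium rise read as TRPC4 activation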
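Incubation: 45 min room-temperature Fluo4 loading, 110 s read / System: HEK293 cells stably co-expressing mouse TRPC4beta and mu-opioid receptor / Signal: Fluo4 fluorescence, kinetic / Control set: buffer (low) and maximal DAMGO (high) / Measure: integrated baseline-normalised fluorescence ratio, converted to per-well B score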
MrgX1 antag: human MrgX1 receptor antagonism, primary screen; MRGX1-HEK293 calcium flux, Fluo-4, BAM8-22 antagonism; hits give low values; Q96LB2; B-score at 10 µM; 1.3% of 310,000 active; AID 588676;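 active = calcium-response B-score plate-corrected more than 3 library SD below zero, starting fluorescence within 5 deviations, no agonist response on first addition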;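 also: peak minus trough fluorescence over baseline after final BAM8-22 challenge near maximal dose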
SKKanGAS inh: SKKanGAS growth inhibition | S. pyogenes SKKanGAS, kanamycin growth, BacTiter-Glo, 6 h | inhibition, % at 7.5 µM | 1.3% of 300,000 active | AID 1662;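 active = mean replicate score, as percent of positive control median, at least 50; inconclusive = mean below 50 but one replicate at or above 50; inactive = mean and every replicate below 50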;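 also: strain carries kanamycin resistance gene driven by streptokinase promoter and grows in 40 µg/ml kanamycin; loss of luminescence reflects streptokinase promoter inhibition or plain growth inhibition; 0% = median of DMSO wells and 100% = positive control at its reference dose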
TRPC4 inh: TRPC4 (mouse) channel inhibition. Q9QUQ5. HEK293 TRPC4beta/mu-opioid, DAMGO-evoked Fluo4 calcium flux; hits give low values. B-score at 10 µM. 0.39% of 300,000 active;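 active = B-score over 3 SD under the library average, no early fluorescence shift, positive overall ratio signal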
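Assay system: Stable TRPC4beta/mu-opioid receptor HEK293 cells | Reagent: DAMGO in two steps, submaximal then maximal | Compound dosing: Single concentration per test compound | Signal: Fluo4 Ca2+ flux fluorescence | Evaluation: Per-well B score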
IEC-6 cytotox: IEC-6 cytotoxicity, counter-screen for KLF5 inhibitors; luminescence viability; 0.78% of 290,000 active; inhibition, % at 5 µM; in the data active = inhibition above about 22%;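 also: 0% = plate median of test compound wells and 100% = cytotoxic reference compound wells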
HIF act: HIF pathway transcriptional activation. U2OS HRE-luciferase reporter, luminescence; normalized: DMSO 0%, desferrioxamine 100%. activation, % at 7.5 µM (by protocol). 0.32% of 300,000 active;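 active = mean activation of at least 10% of the iron chelator positive control signal, with at least half of replicates also reaching 10%; inconclusive = mean and replicate majority disagree about reaching 10%; inactive = mean and most replicates under 10%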
* hit, by the source's call; i = inactive; ? = inconclusive; · = no result given. Random draw from the library; 5.8% or so of the library scored in one or more.

SMILES	TRPC6 activator	aSyn UTR inh	TRPC4 potent	TRPC6 inhibitor	KLF5 inh	TRPC4 act	MrgX1 antag	SKKanGAS inh	TRPC4 inh	IEC-6 cytotox	HIF act
O=C(CC1C(=O)NCCN1Cc1ccc(-c2ccccc2)cc1)NC1CCC1 (stereo not drawn)	i	8.9	i	i	-16.6	i	i	-3.5	i	-6.8	-0.1
CCCCNC(=S)N(C)/N=C/c1c(C)[nH]c2ccccc12	i	-22.2	i	i	11.0	i	i	-2.7	i	4.6	-0.1
CC(/C=N/NC(=O)Cc1cc(=O)[nH][nH]1)=C\c1ccccc1	i	1.0	i	i	-23.3	i	i	2.8	i	-6.5	0.2
O=C1NC2(CCCCC2)C(=O)N1CCS(=O)(=O)Oc1ccccc1	i	14.9	i	i	-15.6	i	i	5.8	i	-5.7	-0.3
Cc1nc2ccc(S(=O)(=O)NC(C(=O)NC3CCCC3)C(C)C)cc2s1 (stereo not drawn)	i	11.0	i	i	-8.2	i	i	1.0	i	-6.7	·
COc1cccc(CCNC(=O)C2CCC(=O)N(C3CC3)C2)c1OC (stereo not drawn)	i	9.3	i	i	-16.1	i	·	2.4	i	-4.8	-0.3
c1ccc(-c2cn3c(n2)-c2ccccc2C3)cc1	i	47.8	i	i	-161.2	i	i	19.3	i	15.0	-3.1
Cc1ccc(/C=C2/NC(=O)N(Cc3ccccc3F)C2=O)s1	i	-7.4	i	i	-28.3	i	-7.48*	-6.6	i	-1.7	-0.3
Cn1ncc2c(NCc3cccc(C(F)(F)F)c3)c(C(=O)O)cnc21	i	7.9	i	i	5.4	i	i	9.3	i	-5.7	-0.4
CCOC(=O)c1coc(CNC(=O)c2c(C)oc3c2CCCC3)c1	i	-8.4	i	i	-28.9	i	i	3.8	i	0.7	0.1
CC(C)(C)c1cc(NC(=O)CSc2nnc(N)s2)n(-c2ccccc2)n1	i	-9.8	i	i	0.6	i	i	7.3	i	13.6	-0.2
CC1CCN(C(c2ccc(N(C)C)cc2)c2nnnn2Cc2ccc(F)cc2)CC1 (stereo not drawn)	i	-11.6	i	i	-11.8	i	i	-4.0	i	-0.5	-0.1
O=C(NC(=S)Nc1cccc(NC(=O)c2ccc(Cl)cc2Cl)c1)c1cccs1	i	-0.8	i	i	-4.8	i	i	20.1	i	7.8	0.2
Cc1ccc(NCN2C(=O)C3C4C=CC(C4)C3C2=O)cc1 (stereo not drawn)	i	-6.4	i	i	-23.8	i	i	-2.1	i	-8.1	2.0
Cc1noc(C)c1CSCC(=O)N(C)CC(=O)Nc1cccc(F)c1	i	-10.4	i	i	-28.6	i	i	-1.1	i	-1.5	-0.7
CC(=O)N/C(=C/c1ccccc1)C(=O)NC(Cc1ccccc1)C(=O)O (stereo not drawn)	i	-4.9	i	i	-28.3	i	i	-0.8	i	1.2	-0.4
Cc1sc2nc(CC(N)=O)[nH]c(=O)c2c1-c1ccccc1	i	0.2	i	i	-3.8	i	i	-1.5	i	1.1	-0.3
O=C(Nc1ccccc1Cc1ccccc1)c1ccccc1NS(=O)(=O)c1ccc(Cl)s1	i	23.3	i	i	-13.6	i	i	117.2*	i	5.2	1.3
COc1ccc(C(=O)COc2ccc(C)cc2NC(C)=O)cc1	i	3.3	i	i	-111.6	i	i	-6.9	i	-3.4	1.8
Cc1cc(Cl)ccc1OCCCC(=O)NCc1ccncc1	i	-7.8	i	i	-18.5	i	i	-9.5	i	-2.3	-0.4
O=c1cc(-c2ccc(O)c(O)c2)oc2cc(O)c(C3OC(CO)C(O)C(O)C3O)c(O)c12 (stereo not drawn)	i	-7.8	i	i	-15.9	i	i	1.0	i	0.8	0.3
Cc1ccc(C(NC(=O)N2CCOCC2)C(Cl)(Cl)Cl)cc1F (stereo not drawn)	i	6.1	i	i	-12.8	i	-5.34*	-1.0	i	-2.6	-0.2
CCOC(=O)c1cc(-c2ccc(F)cc2)n(CCC(=O)NC2CCN(Cc3ccccc3)CC2)c1C	i	-15.7	i	i	2.6	i	i	-19.5	i	-1.6	-0.3
C=CCn1c(C)cc(C(=O)CSc2n[nH]c(N)n2)c1C	i	-78.6	i	i	-59.6	i	i	-2.9	i	2.7	2.2
COc1ccc(NC(=O)Cn2nnc(C(N)=O)c2N)c(OC)c1	i	-11.4	i	i	1.9	i	i	16.2	i	-2.8	-60.3
O=C(NCC(c1cccs1)N1CCOCC1)c1ccco1 (stereo not drawn)	i	8.3	i	i	4.6	i	i	-4.8	i	-2.2	0.8
O=C(CN1C(=O)NC2(CCc3ccccc3C2)C1=O)NCc1ccco1 (stereo not drawn)	i	15.2	i	i	-10.4	i	i	·	i	-2.1	-0.8
Cc1noc(C)c1CS(=O)(=O)c1ccc(Br)cc1	i	13.2	i	i	1.0	i	i	16.2	i	0.2	-0.1
CN1CCN(C(=O)C(N)Cc2ccccc2)CC1 (stereo not drawn)	i	-16.0	i	i	-30.4	i	i	0.3	i	-7.0	-0.4
COc1cc(/C=C/C(=O)OCC(=O)Nc2ccccc2Sc2ccc(Cl)cc2)ccc1O	i	23.0	i	i	1.8	i	i	29.0	i	0.8	-0.5
COc1ccccc1Nc1nc(C)nc2c1oc1ccccc12	i	36.7	i	i	-22.3	i	i	-11.1	i	3.1	-3.9
O=C(N/N=C/c1ccccn1)c1[nH]c2ccc([N+](=O)[O-])cc2c1-c1ccccc1	i	-16.1	i	i	11.6	i	-5.14*	?	-6*	4.7	3.4
COCCCn1c(=O)/c(=C\c2cccc(OC)c2OC)s/c1=C(/C#N)C(=O)Nc1ccc(C(=O)O)cc1	i	-9.8	i	i	-34.8	i	i	31.5	i	-9.3	-1.6
COCCCNc1ncnc2ccc(C)cc12	i	5.2	i	i	-9.2	i	i	3.8	i	-6.4	0.5
COCc1c(C#N)c(NCCc2ccc(F)cc2)nc(C)c1[N+](=O)[O-]	i	-5.8	i	-7.97*	9.6	i	i	-1.5	i	16.0	-0.2
Cc1cc(N2CCN(c3nnnn3-c3ccccc3)CC2)n2ncnc2n1	i	5.3	i	i	32.4	i	i	-6.0	i	1.1	-1.1
CCc1ccc(OCCNC(=O)c2ccccc2SCc2ccc(F)cc2)cc1	i	22.8	i	i	-10.3	i	i	17.0	i	-5.5	0.0
CCOC(=O)c1cc(NC(=O)CCC(=O)O)ccc1N1CCCCC1	i	-12.6	i	i	14.3	i	i	11.0	i	2.6	0.8
CN(C)S(=O)(=O)c1cccc(C(=O)NCC2(N3CCOCC3)CCCCC2)c1	i	-24.4	i	i	-60.8	i	i	-6.2	i	4.5	0.5
Cc1cccc(NC(=O)c2ccc(NS(=O)(=O)c3c(C)noc3C)cc2)c1	i	-25.0	i	i	-8.2	i	i	0.7	i	5.2	1.0
O=C(CCCc1c[nH]c2ccccc12)N[C@@H](Cc1c[nH]c2ccccc12)C(=O)O	i	-9.2	i	i	-37.5	i	i	0.0	i	-1.5	-0.4
Oc1[nH]c2ccccc2c1N=Nc1ccccc1F	i	-356.9	i	i	-4.4	i	i	-9.6	i	-5.3	3.7
CC(C)N(C(=S)NCc1ccccc1)c1ccccc1	i	3.9	i	i	13.9	i	i	21.4	i	-11.0	-0.4
CCO[C@H]1OC(C(=O)NCc2nc3ccccc3[nH]2)=C[C@@H](c2csc3ccccc23)[C@@H]1CCCO	i	-21.2	i	i	-5.7	i	i	12.8	i	4.8	0.0
COc1ccccc1C(CC(=O)Nc1ccccc1C)c1ccc(OC(C)C)cc1 (stereo not drawn)	i	5.9	i	i	-9.8	i	i	10.3	i	2.9	-0.3
CC(C)Cc1nc(SCC(=O)Nc2ccc(S(N)(=O)=O)cc2)n[nH]1	i	-7.9	i	i	-10.3	i	i	-14.1	i	-1.5	0.1
COc1nc2ccccc2c(=O)n1OCC(C)C	i	17.0	i	i	-19.2	i	i	7.8	i	4.6	0.3
COc1ccccc1C1=NOC(Cn2c(NCCOCCO)nc3c2c(=O)n(C)c(=O)n3C)C1 (stereo not drawn)	i	-7.8	i	i	-6.6	i	i	-1.3	i	-0.6	-0.1
O=C(CNC(=O)c1ccccc1Br)N/N=C/c1ccccc1O	i	4.2	i	i	-15.2	i	i	0.3	i	4.3	3.0
CC(C)C(O)(C#CCN1CCCCC1)c1ccccc1 (stereo not drawn)	i	22.4	i	-6.64*	-57.1	i	i	2.3	i	-7.2	0.0
CCOC(=O)c1c(C)[nH]c(C(=O)COC(=O)COc2ccccc2C=O)c1C	i	22.5	i	i	-12.1	i	i	2.5	i	5.7	0.2
Cc1nn(Cc2ccccc2Cl)c(C)c1NC(=O)NC12CC3CC(CC(C3)C1)C2	i	4.5	i	i	-18.7	i	i	0.2	i	-5.2	-1.6
O=C(Nc1ccccc1)Nc1n[nH]c2nnc(-c3ccccc3)c(-c3ccccc3)c12	i	26.4	i	i	-3.5	i	i	-1.7	i	3.0	-0.1
COc1ccc(NC(=O)C2CCN(c3nc(C)nc4c3CCC4)CC2)cc1	i	-22.7	i	i	·	i	i	2.5	i	·	-8.4
C=CCC1(O)C(=O)N2C(=C1C(=O)N1CCOCC1)c1ccccc1CC2(C)C (stereo not drawn)	i	13.1	i	i	-8.9	i	i	-0.5	·	1.8	-0.2
OC(CN(c1ccccc1)c1ccccc1)Cn1cnc2ccccc21 (stereo not drawn)	i	7.0	i	i	-37.3	i	i	15.6	i	3.2	-0.3
CCOC(=O)N1CCN(S(=O)(=O)N2CCCC(C(=O)NCc3cccc(OC)c3)C2)CC1 (stereo not drawn)	i	0.8	i	i	-9.9	i	i	2.7	i	-1.9	-0.4
CCCn1ncc(CN2CCC(CO)(Cc3ccc(OC)cc3)CC2)c1C	i	1.1	i	i	12.7	i	i	3.1	i	-2.2	0.3
COc1ccc(C(=O)N2CCC(n3nccc3NC(=O)C3CC3)CC2)c(OC)c1OC	i	-3.5	i	i	-22.3	i	i	-4.8	i	0.0	-0.1
Cc1cc(N)n(-c2ccccc2C)n1	i	-15.3	i	i	-17.3	i	i	8.5	i	-7.8	-0.3
More compounds follow:
SMILES	TRPC6 activator	aSyn UTR inh	TRPC4 potent	TRPC6 inhibitor	KLF5 inh	TRPC4 act	MrgX1 antag	SKKanGAS inh	TRPC4 inh	IEC-6 cytotox	HIF act
CCCCn1c(O)c(N=Nc2ccccn2)c2ccccc21	i	-32.4	i	i	-4.0	i	i	-1.4	i	-3.6	-0.7
Cc1cccc(/C=N/NC(=O)c2ccc(NC(=O)c3ccccc3Cl)cc2)n1	i	0.9	i	i	-16.8	i	i	1.1	i	-1.7	-0.3
C#CCOc1ccc(/C=C2/C(=O)ON=C2C)cc1Cl	i	-12.0	i	i	-39.0	i	i	-3.4	i	-1.4	-16.3
CCOC(=O)c1c(-c2ccc(C)o2)csc1NC(=O)CSc1nnnn1-c1ccccc1	i	-5.4	i	i	-12.4	i	i	4.6	i	11.1	-1.0
COc1ccc(CNc2ncccn2)cc1OC	i	6.0	i	i	-1.6	i	i	13.1	i	0.7	-1.0
